Screening results from PubChem.
FLuc stim CS = affects firefly luciferase, flagging false hits in luciferase stimulation screens. AID 1027. ATPlite luciferase biochemical, luminescence, 10 min; 0 = ATP-free wells, 1 = DMSO control. activation factor at 10 µM. 200,000 tested, under 10 active. P08659;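 active = luciferase activation factor, scaled between plate controls, of at least 2 with compound at 10 µM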
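System: cell-free luciferase reagent; medium: PBS as buffer for the ATP substrate; doses: test compounds dosed from 2 mM stocks in 100% DMSO; incubation: 10 min, room temperature; measured by: luminescence from luciferase reaction; read-out: luciferase activation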
TNAP act hiacc = activators of human TNAP at high phosphate acceptor concentration. P05186. purified TNAP, CDP-star luminescence, 1 M DEA, 30 min; stronger effect = higher value; 0 = EDTA background, 1 = DMSO-only activity. activation factor at 20 µM. 200,000 tested, under 10 active. AID 1136;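 active = activation factor at least 2 at 20 µM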
Target sequence (P05186 whole entry, looked up): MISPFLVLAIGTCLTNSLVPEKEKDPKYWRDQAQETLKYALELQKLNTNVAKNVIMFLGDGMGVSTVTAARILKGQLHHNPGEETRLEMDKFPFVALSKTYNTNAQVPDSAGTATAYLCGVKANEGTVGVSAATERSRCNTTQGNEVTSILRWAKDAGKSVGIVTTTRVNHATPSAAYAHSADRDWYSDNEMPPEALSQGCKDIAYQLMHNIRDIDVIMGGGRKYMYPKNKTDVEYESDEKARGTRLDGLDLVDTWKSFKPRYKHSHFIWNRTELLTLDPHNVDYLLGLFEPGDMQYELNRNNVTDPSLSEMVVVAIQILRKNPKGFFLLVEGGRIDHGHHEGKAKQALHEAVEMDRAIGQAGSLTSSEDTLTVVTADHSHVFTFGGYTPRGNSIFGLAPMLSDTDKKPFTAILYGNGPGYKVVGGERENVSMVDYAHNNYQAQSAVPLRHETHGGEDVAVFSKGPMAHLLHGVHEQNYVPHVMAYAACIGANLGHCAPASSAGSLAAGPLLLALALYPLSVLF
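Test system – human TNAP · Doses – 20 µM single point · Incubation – 30 min, room temperature · Signal – luminescent substrate turnover signal · Read-out basis – activation factor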
PMI act satM6P = increases human PMI activity with near-saturating mannose 6-phosphate; AID 1216; activation factor at 20 µM; P34949; coupled PMI enzyme assay, resazurin fluorescence, 20 min; stronger effect = higher value; 1 = untreated enzyme, 0 = substrate-free blank; actives 0.34% (n = 190,000);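 active = activation factor of 2 or more at 20 µM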
Target sequence (P34949 whole entry, looked up): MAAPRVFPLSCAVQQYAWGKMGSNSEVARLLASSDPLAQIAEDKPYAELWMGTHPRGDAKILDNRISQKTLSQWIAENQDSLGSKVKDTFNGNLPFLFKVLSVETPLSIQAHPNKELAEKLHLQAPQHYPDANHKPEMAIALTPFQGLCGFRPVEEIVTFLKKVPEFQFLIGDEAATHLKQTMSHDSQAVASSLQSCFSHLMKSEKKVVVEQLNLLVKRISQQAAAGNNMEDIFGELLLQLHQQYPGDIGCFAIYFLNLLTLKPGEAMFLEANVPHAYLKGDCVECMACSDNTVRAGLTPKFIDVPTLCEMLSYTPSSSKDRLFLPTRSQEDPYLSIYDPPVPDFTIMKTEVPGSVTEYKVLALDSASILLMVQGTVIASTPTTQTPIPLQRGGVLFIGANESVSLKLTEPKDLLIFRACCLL
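Test system: human phosphomannose isomerase with PGI, G6PDH, diaphorase coupling enzymes; Amount: PMI at 15 ng/mL final; Reagent: Mannose-6-phosphate 1.0 mM (near-saturating) plus 0.22 mM NADP+; Timing: 20 min, room temperature; Technique: resorufin fluorescence at Ex 544/Em 590 nm; Dosing: 20 µM single dose.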
TNAP inh hiacc = TNAP (human) inhibition, high acceptor; inhibition, % at 20 µM; purified TNAP, CDP-star luminescence, 1 M DEA; actives 0.03% (n = 200,000); P05186;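 active = over 50% inhibition of tissue-nonspecific alkaline phosphatase at 20 µM in the single-dose screen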;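 also: plate controls were DMSO wells for no effect and EDTA-quenched wells as full inhibition for full effect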
TNAP inh noacc = blocks human TNAP activity with no phosphate acceptor present | P05186 | purified TNAP, CDP-star luminescence, 30 min | inhibition, % at 20 µM | actives 0.26% (n = 200,000) | AID 1012;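 active = tissue-nonspecific alkaline phosphatase inhibition above about 50% at 20 µM in the single-dose screen, limit read from the data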;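 also: 0% = DMSO negative control and 100% = EDTA positive control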
G6PDH CS = counter-screen for G6PDH assay hits: L. mesenteroides G6PDH inhibition. Purified L. mesenteroides G6PDH, diaphorase/resazurin coupled fluorescence, 45 min. inhibition, % at 5 µM. actives 0.12% (n = 200,000); in the data active = inhibition above about 50%
PMI activator = activators of human phosphomannose isomerase; purified human PMI, coupled resazurin fluorescence, 20 min; stronger effect = higher value; 1 = vehicle control, 0 substrate-free wells; activation factor at 20 µM; actives 0.005% (n = 190,000);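 active = activation factor of 2 or more at 20 µM, relative to plate controls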
Efa HMGR inh = E. faecalis class II HMG-CoA reductase inhibition. purified E. faecalis HMGR, NADPH absorbance 340 nm kinetic. inhibition, % at 10 µM. actives 0.41% (n = 190,000);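 active = inhibition above a set limit, the median over all tested compounds plus 3 SD, cut at about 9.5% in these data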;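 also: enzyme runs in reverse so mevalonate oxidation gives rising NADPH absorbance; 0% = complete reaction with DMSO and 100% = background rate lacking mevalonate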
Diaph act CS = activates diaphorase or chemically reduces, flagging diaphorase assay artifacts. actives 0.005% (n = 190,000). activation factor at 20 µM. Diaphorase/resazurin coupled assay, resorufin fluorescence, 16 min; stronger effect = higher value; 1 = vehicle wells, 0 = NADH-free wells;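 active = diaphorase activity raised at least twofold by the compound at 20 µM; inactive = activation factor below 2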
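System – purified diaphorase enzyme from Clostridium kluyveri · Input – enzyme 0.07 U/mL final · Also added – final NADH 0.114 mM, resazurin 0.1 mM · Measured by – fluorescence of resorufin, 544 nm excitation, 590 nm emission · Timing – 16 min enzyme reaction, ambient temperature · Measure – resorufin increase flagging diaphorase activators or reducers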
Diaph inh CS = counter-screen for diaphorase-based assays: diaphorase inhibitors and chemical oxidizers. diaphorase resazurin-to-resorufin fluorescence, NADH, 16 min; bacterial (C. kluyveri) enzyme, not human. inhibition, % at 20 µM. actives 0.69% (n = 190,000);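 active = primary screen inhibition at 20 µM above a set limit, cut at about 50% in these data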;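 also: plate controls were DMSO with full reaction for no effect and wells lacking NADH for full effect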
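material = Clostridium kluyveri diaphorase enzyme | amount = 0.14 U/mL diaphorase, enzyme working solution | schedule = incubation 16 min, room temperature | detection = fluorescence of resorufin formed from resazurin, Ex 544/Em 590 nm | benchmarks = positive control minus NADH, DMSO neutral control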
* hit, by the source's call.

Order of values: FLuc stim CS | TNAP act hiacc | PMI act satM6P | TNAP inh hiacc | TNAP inh noacc | G6PDH CS | PMI activator | Efa HMGR inh | Diaph act CS | Diaph inh CS
(1) O=C(NNc1ccc([N+](=O)[O-])cc1)C1CC2CCCC(C1)C2=O (stereo unspecified)
    1 | 0.9 | 1 | 10 | 4 | 7 | 1 | -1 | 1 | 4
(2) CCCCn1c(=O)[nH]c(=O)c2c1nc(-c1ccsc1)n2Cc1ccccc1
    1.1 | 1 | 1 | -3 | -5 | 3 | 1 | -3 | 0.9 | 8
(3) CC(NCC(c1ccco1)N1CCCCC1)C(=O)NC1CCCC1 (stereo unspecified)
    0.3 | 1.1 | 1 | -7 | -5 | 2 | 1 | -11 | 1 | 0
(4) CCCCNC(=S)Nc1ccc(OC)nc1
    1 | 1 | 0.9 | -4 | -13 | 2 | 1.1 | -5 | 1 | 5
(5) Cc1c(-c2ccco2)[n+](=O)c2c(n1[O-])CCCCC2
    1 | 1 | 0.9 | -2 | -3 | 2 | 1 | -9 | 0.8 | 19
(6) O=S(=O)(NCCc1ccccn1)c1cccs1
    1.1 | 1 | 1.1 | -2 | -1 | 0 | 1 | -6 | 0.9 | 15
(7) Cc1ccc2[nH]c(=O)cc(C(=O)OCC(=O)c3ccccc3)c2c1
    1 | 1 | 0.9 | 1 | -1 | 2 | 0.9 | -6 | 0.9 | 9
(8) O=C(COc1cnc2ccccc2n1)NCCC1=CCCCC1
    1.1 | 1 | 1.1 | -4 | -1 | 5 | 1.2 | 0 | 0.9 | 8
(9) COc1cccc(-c2nc(=S)c3c(o2)CCCC3)c1
    0.5 | 1 | 1.1 | -2 | -124 | 4 | 1 | 0 | 0.7 | 30
(10) COc1ccc(N=Cc2nc(-c3ccco3)oc2O)cc1
    0.6 | 1 | 0.9 | 4 | -3 | -10 | 1 | 11* | 0.9 | 10
(11) COc1ccc(NC(=O)/C(C#N)=C/c2ccc(Sc3nncn3C)c([N+](=O)[O-])c2)cc1
    1.1 | 1.1 | 0.7 | -6 | -4 | -1 | 0.8 | -2 | 0.7 | 34
(12) CC(C)(C)C1=Nn2c(nnc2-c2n[nH]c3c2CCC3)SC1
    1 | 1 | 0.5 | -2 | -12 | -7 | 0.2 | -1 | 0.8 | 19
(13) Cc1ccc(S(=O)(=O)N2CCC(C(=O)NNC(=O)C3CC3)CC2)cc1Cl
    1.1 | 1 | 1 | -5 | -18 | -7 | 1 | -5 | 0.9 | 8
(14) Cc1ccc(C(=O)NC(=S)NCc2ccco2)cc1
    1 | 1.1 | 1 | -6 | -9 | -6 | 1 | -6 | 0.9 | 9
(15) Cc1cc(C)nc(SCCN2CCOCC2)n1
    1 | 1.1 | 1.1 | -7 | -21 | -1 | 1.1 | -6 | 0.9 | 14

Structures from the list above with a nitro group on carbon, in the order listed:
Order of values: FLuc stim CS | TNAP act hiacc | PMI act satM6P | TNAP inh hiacc | TNAP inh noacc | G6PDH CS | PMI activator | Efa HMGR inh | Diaph act CS | Diaph inh CS
(1) O=C(NNc1ccc([N+](=O)[O-])cc1)C1CC2CCCC(C1)C2=O (stereo unspecified)
    1 | 0.9 | 1 | 10 | 4 | 7 | 1 | -1 | 1 | 4
(11) COc1ccc(NC(=O)/C(C#N)=C/c2ccc(Sc3nncn3C)c([N+](=O)[O-])c2)cc1
    1.1 | 1.1 | 0.7 | -6 | -4 | -1 | 0.8 | -2 | 0.7 | 34

Next part:
Order of values: FLuc stim CS | TNAP act hiacc | PMI act satM6P | TNAP inh hiacc | TNAP inh noacc | G6PDH CS | PMI activator | Efa HMGR inh | Diaph act CS | Diaph inh CS
(16) Cc1nc2sc(C(c3ccc(Cl)cc3)N3CCOCC3)c(O)n2n1 (stereo unspecified)
    1 | 1 | 0.9 | -2 | -6 | 6 | 0.8 | 1 | 0.8 | 16
(17) CCN(CC)CCNC(=O)CCCCCn1c(=O)[nH]c2cc(C(=O)OC)ccc2c1=O
    1 | 1 | 0.9 | -3 | -8 | 15 | 0.9 | -5 | 0.9 | 8
(18) O=C1CCCc2c1[nH]c1ccc(CN3CCCCC3)cc21
    1 | 1.1 | 1 | -6 | -13 | 4 | 1 | 1 | 0.9 | 9
(19) Cc1nn(-c2ccc(Cl)cc2Cl)c(=O)c2ccccc12
    1 | 1 | 0.9 | 2 | -4 | 10 | 0.9 | -4 | 0.8 | 17
(20) NC(=O)CNC(=O)[C@@H]1CC2(CC(c3ccc(Cl)cc3)=NO2)CN1C(=O)c1ccc(Br)cc1 (stereo partly specified)
    1 | 1.1 | 0.8 | -6 | -6 | 10 | 0.8 | -7 | 0.8 | 19
(21) COCc1c(C(=O)N2CCN(c3ccc(C(F)(F)F)cn3)CC2)oc2ccccc12
    1.1 | 1.1 | 0.9 | -5 | -2 | -1 | 0.8 | 2 | 1 | 0
(22) CCc1ccccc1N1CSC2=C(C#N)C(c3cc(OC)c(OC)cc3OC)CC(=O)N2C1 (stereo unspecified)
    1 | 1 | 0.9 | 0 | -3 | 43 | 0.5 | -5 | 0.5 | 50*
(23) C/C(=N\NC(=O)c1nn(C)cc1Br)c1ccc(NC(=O)c2ccncc2)cc1
    1.1 | 1 | 1 | -1 | -2 | 12 | 1 | -5 | 1 | 3
(24) COc1ccccc1NC(=O)CSC(N)=O
    1 | 1 | 1 | 1 | -26 | 0 | 1 | 2 | 0.8 | 17
(25) CCOC(=O)c1nn(-c2ccccc2)c2nnc(Cc3ccc(C)cc3)c(=O)n12
    1.1 | 1.1 | 1 | -8 | -8 | 0 | 1 | -3 | 0.9 | 10
(26) CCO[C@@H]1OC(C(=O)O)=C[C@H](c2ccc3c(c2)OCO3)[C@H]1CCCO
    1 | 1 | 1 | -1 | 4 | 15 | 1 | -5 | 0.9 | 11
(27) COc1cccc(NC(=O)CN(C)C(C)C(=O)Nc2ccc(C(C)=O)cc2)c1 (stereo unspecified)
    1 | 1 | 1 | -4 | -14 | 9 | 0.9 | -12 | 0.9 | 13
(28) Cn1cc(P(=S)(N2CCOCC2)N2CCOCC2)cc1P(=S)(N1CCOCC1)N1CCOCC1
    1.1 | 1 | 1 | -4 | -5 | 7 | 1 | -2 | 0.9 | 6
(29) N#CC1=C(SCC(N)=O)NC(=O)CC1c1ccccc1Cl (stereo unspecified)
    1 | 1.1 | 1.1 | -5 | -21 | 0 | 1.1 | -11 | 0.9 | 6
(30) CC[C@@H](C)[C@@H](C(=O)N1CCN(C(=O)OC(C)(C)C)CC1)n1cc(CCCCNC(=O)OC(C)(C)C)nn1
    1 | 1.1 | 1 | -6 | -14 | 0 | 1 | -1 | 0.8 | 17

5 entries drawn at random from those above:
Order of values: FLuc stim CS | TNAP act hiacc | PMI act satM6P | TNAP inh hiacc | TNAP inh noacc | G6PDH CS | PMI activator | Efa HMGR inh | Diaph act CS | Diaph inh CS
(24) COc1ccccc1NC(=O)CSC(N)=O
    1 | 1 | 1 | 1 | -26 | 0 | 1 | 2 | 0.8 | 17
(21) COCc1c(C(=O)N2CCN(c3ccc(C(F)(F)F)cn3)CC2)oc2ccccc12
    1.1 | 1.1 | 0.9 | -5 | -2 | -1 | 0.8 | 2 | 1 | 0
(19) Cc1nn(-c2ccc(Cl)cc2Cl)c(=O)c2ccccc12
    1 | 1 | 0.9 | 2 | -4 | 10 | 0.9 | -4 | 0.8 | 17
(28) Cn1cc(P(=S)(N2CCOCC2)N2CCOCC2)cc1P(=S)(N1CCOCC1)N1CCOCC1
    1.1 | 1 | 1 | -4 | -5 | 7 | 1 | -2 | 0.9 | 6
(25) CCOC(=O)c1nn(-c2ccccc2)c2nnc(Cc3ccc(C)cc3)c(=O)n12
    1.1 | 1.1 | 1 | -8 | -8 | 0 | 1 | -3 | 0.9 | 10

Compound profiles (already shown):
Listed for Cc1nn(-c2ccc(Cl)cc2Cl)c(=O)c2ccccc12 : FLuc stim CS = 1; TNAP act hiacc = 1; PMI act satM6P = 0.9; TNAP inh hiacc = 2; TNAP inh noacc = -4; G6PDH CS = 10; PMI activator = 0.9; Efa HMGR inh = -4; Diaph act CS = 0.8; Diaph inh CS = 17
Listed for Cc1nc2sc(C(c3ccc(Cl)cc3)N3CCOCC3)c(O)n2n1 (stereo unspecified) : FLuc stim CS = 1; TNAP act hiacc = 1; PMI act satM6P = 0.9; TNAP inh hiacc = -2; TNAP inh noacc = -6; G6PDH CS = 6; PMI activator = 0.8; Efa HMGR inh = 1; Diaph act CS = 0.8; Diaph inh CS = 16

Additional compounds follow:
Order of values: FLuc stim CS | TNAP act hiacc | PMI act satM6P | TNAP inh hiacc | TNAP inh noacc | G6PDH CS | PMI activator | Efa HMGR inh | Diaph act CS | Diaph inh CS
(31) Cc1c(NC2=NC3(CCCCC3)Cc3ccccc32)c(=O)n(-c2ccccc2)n1C
    1 | 1.1 | 0.8 | -5 | -6 | 25 | 0.8 | -1 | 0.8 | 23
(32) O=C(CSC1=Nc2ccccc2C2CC=NN12)Nc1ccc(F)cc1Cl (stereo unspecified)
    1 | 1 | 0.9 | 3 | -3 | -5 | 0.9 | 0 | 0.8 | 16
(33) O=C(Nc1cccc(C(F)(F)F)c1)/C(=C/c1ccco1)NC(=O)c1cccs1
    1 | 1 | 0.9 | 4 | -4 | 0 | 1 | -5 | 0.9 | 10
(34) CCc1cc(=O)oc2cc(OC(C)C(=O)O)c(Cl)cc12 (stereo unspecified)
    1 | 1.1 | 1.1 | -8 | -13 | 3 | 1.1 | 1 | 1.1 | -8
(35) CC(C)(C)c1cnnn1-c1ccc(/C=N/Nc2ccc([N+](=O)[O-])cc2)cc1
    1.1 | 0.9 | 0.9 | 13 | 0 | -10 | 0.8 | -1 | 0.8 | 24
(36) COC(=O)CN1C(=O)C(O)(CC(=O)c2cccc(Br)c2)c2ccccc21 (stereo unspecified)
    1 | 1 | 0.9 | -2 | -16 | -4 | 1 | -3 | 0.8 | 20
(37) CCOC(=O)/C=C1\CC(=O)Nc2nonc2N1
    1.1 | 1 | 0.9 | -2 | -9 | -10 | 0.9 | -2 | 0.9 | 14
(38) NC(=O)CSc1nc2scc(-c3ccc(Cl)cc3)c2c(=O)n1Cc1ccccc1
    1.1 | 1 | 0.9 | -3 | -20 | -13 | 0.9 | -6 | 0.9 | 5
(39) CC(C)=CCCC(C)CN(C)CCc1ccccn1 (stereo unspecified)
    1 | 1.1 | 1 | -6 | -11 | 4 | 1 | -2 | 0.8 | 22
(40) O=c1c(Cc2ccccc2)c(O)nc2n1CCS2
    1.1 | 1 | 0.9 | -2 | -5 | 4 | 0.9 | 1 | 0.9 | 6
